Screening data (PubChem BioAssay)
Tau ThT inhib = inhibitors of human tau fibril formation, thioflavin T binding; recombinant tau K18 P301L, heparin-induced fibrillization, ThT fluorescence; actives 2.1% (n = 270,000); Potency, µM (highest dose often 57.4 µM), without a hit: at the highest dose activity, negative = inhibition, hits mostly inhibitors; note: nearly all actives have a fitted effect of over 55% in size
Target sequence (P10636 561-689 P618L limits assumed): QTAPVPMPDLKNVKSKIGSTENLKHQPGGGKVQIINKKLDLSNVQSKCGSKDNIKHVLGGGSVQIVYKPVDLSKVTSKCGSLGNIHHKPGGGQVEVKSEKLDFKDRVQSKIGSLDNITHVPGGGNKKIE
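ThT emission at 510 nm, taken 1 hr after adding 30 uM dye, quantifies aggregates formed when 20 uM heparin acts on human tau K18 P301L for 6 hr at 37 C.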
TRb SRC2 PPI = TRbeta-SRC2 interaction inhibition | Potency, µM (titrated, usually from 106 µM), for the others: at the highest dose activity change, negative = inhibition, most hits filed as inhibitors | actives 0.065% (n = 280,000) | TRbeta-SRC2 peptide binding, fluorescence polarization; receptor liganded with 1 µM T3 | P10828 | AID 1469;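 note: plate controls were bound peptide for no effect and peptide without receptor for full effect; nearly all actives have a fitted effect of over 50% in size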
Target sequence (P10828 whole entry, looked up): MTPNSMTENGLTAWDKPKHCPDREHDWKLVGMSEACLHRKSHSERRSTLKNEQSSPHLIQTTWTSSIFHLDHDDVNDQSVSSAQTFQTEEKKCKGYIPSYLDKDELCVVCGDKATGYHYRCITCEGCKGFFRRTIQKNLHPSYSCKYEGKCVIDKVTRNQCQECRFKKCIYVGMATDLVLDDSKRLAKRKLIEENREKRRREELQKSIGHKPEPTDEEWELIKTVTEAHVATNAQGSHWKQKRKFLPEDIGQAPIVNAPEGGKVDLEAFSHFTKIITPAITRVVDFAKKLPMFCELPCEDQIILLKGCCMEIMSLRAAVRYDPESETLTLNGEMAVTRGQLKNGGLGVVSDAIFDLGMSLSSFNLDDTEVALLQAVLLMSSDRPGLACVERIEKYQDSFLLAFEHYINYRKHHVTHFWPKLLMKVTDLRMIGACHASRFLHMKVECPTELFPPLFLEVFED
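Binding of a 20-amino-acid Texas Red SRC2 peptide (20 nM) to TRb ligand-binding domain (0.6 uM) with agonist T3 at 1 uM was followed by fluorescence polarization after a 5 hr room-temperature incubation.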
L3MBTL1 block = L3MBTL1 (human) inhibition; Q9Y468; AlphaScreen L3MBTL1–H3K9me1 peptide binding; Potency, µM (doses to about 57.1 µM), inactives show top-dose activity, negative = inhibition, usual class: inhibitors; actives 0.66% (n = 230,000); AID 485360; note: nearly all actives have a fitted effect of over 60% in size
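L3MBTL1 50 nM + b-AHA-H3(1-15)K9me1 75 nM, 30 min RT; compound added, 30 min RT; streptavidin donor/Ni-chelate acceptor beads 10 ug/mL each final, 30 min RT dark; AlphaScreen read.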
GLA spleen mod = alpha-galactosidase A (human) modulation | P06280 | human spleen homogenate, 4MU-alpha-Gal fluorescence, 40 min | Potency, µM (titrated, usually from 80 µM), for inactives: top-dose activity change, negative = inhibition, usual class: inhibitors | actives 0.008% (n = 240,000) | AID 2107;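 note: 0% = enzyme with vehicle and -100% = no enzyme basal signal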
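Human spleen homogenate (1 ug) was the enzyme source, with 4-methylumbelliferyl-alpha-D-galactopyranoside (1 mM final) in pH 5.0 citrate buffer with 0.01% Tween-20. Compounds were titrated; after 40 min at 37C, NaOH/glycine stop, 4-MU fluorescence read; AC50 from Hill fits.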
Tau FP inhib = tau fibrillization inhibition (FP) | K18 P301L tau heparin fibrillization, Alexa594 FP, 6 h | actives 0.39% (n = 280,000) | Potency, µM (titrated, usually from 57.7 µM), for the others: at the highest dose activity, negative = inhibition, usual class: inhibitors | P10636; note: nearly all actives have a fitted effect of over 55% in size
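Steps: dispense K18 P301L tau (15 uM plus 0.24 uM Alexa 594 tracer, final) in pH 7 sodium acetate; add compound; add heparin (20 uM final); incubate 6 hr, 37 C; add ThT (30 uM final); after 1 hr ambient, read FP.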
TR SRC2 fluor cs = Texas Red fluorescence interference in TRb-SRC2 counter-screen | actives 0.29% (n = 280,000) | Potency, µM (highest dose often 106 µM), without a hit: at the top dose fluorescence change, negative = quenching | TRb/SRC2 Texas Red total fluorescence interference; active = well fitted curve in either direction with a large enough effect; inconclusive = small, poorly fitted or top-dose-only effect
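Flags fluorescent or light-absorbing compounds by total fluorescence, S + 2P, at 555 nm excitation and 632 nm emission. Mixture: 20 nM Texas Red SRC2 peptide, 0.6 uM human TRb LBD, 1 uM T3, 5% DMSO; compound exposure 5 h at ambient temperature.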
ALDH1A1 inh = inhibitors of human aldehyde dehydrogenase 1A1; Purified ALDH1A1, NADH fluorescence, propionaldehyde substrate; AID 1030; Potency, µM (doses to about 75.3 µM), inactives show at the top dose activity, negative = inhibition, most hits filed as inhibitors; actives 7.3% (n = 220,000); P00352; active = well fitted inhibition curve with a large enough effect, not every such curve was filed as active; inconclusive = small, poorly fitted or top-dose-only effect, or another doubt; inactive = no such curve, though single readings can be large or run the other way;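 note: plate controls were no enzyme wells and a reference inhibitor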
Target sequence (P00352 whole entry, looked up): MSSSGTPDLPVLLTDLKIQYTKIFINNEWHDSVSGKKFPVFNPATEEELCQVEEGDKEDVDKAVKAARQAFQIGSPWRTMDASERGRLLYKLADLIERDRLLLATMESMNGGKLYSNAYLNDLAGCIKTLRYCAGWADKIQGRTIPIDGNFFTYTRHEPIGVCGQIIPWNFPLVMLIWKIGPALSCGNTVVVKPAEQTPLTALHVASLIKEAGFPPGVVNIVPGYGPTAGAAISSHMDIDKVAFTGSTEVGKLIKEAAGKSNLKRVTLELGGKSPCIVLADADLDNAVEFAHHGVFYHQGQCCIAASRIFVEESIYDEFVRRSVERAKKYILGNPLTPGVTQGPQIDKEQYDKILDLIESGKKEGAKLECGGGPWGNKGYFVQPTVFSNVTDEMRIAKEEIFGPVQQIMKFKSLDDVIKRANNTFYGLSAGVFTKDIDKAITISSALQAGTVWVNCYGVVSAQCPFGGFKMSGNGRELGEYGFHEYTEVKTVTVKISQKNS
Tau fluor counter = counter-screen for tau fibril formation inhibitors; Potency, µM (doses to about 57.7 µM), without a hit: at the highest dose activity change, negative = decrease; tau K18 P301L (four-repeat tau fragment) Alexa594 fluorescence, heparin fibrillization; actives 0.93% (n = 280,000); note: nearly all actives have a fitted effect of over 55% in size
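Human K18 P301L tau (15 uM unlabeled plus 0.24 uM Alexa 594-labeled, final) in 100 mM sodium acetate pH 7 was mixed with compound and 20 uM heparin and incubated 6 hr at 37 C.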
Active calls of the source: *; ? = inconclusive; nt = no result given; [ ] = remark or other dose. Unless noted, calls come from the whole dose curve; as a rule, active = well fitted curve in the direction sought with a large enough effect; inconclusive = small, poorly fitted or top-dose-only effect, or another doubt; inactive = no such curve, though single readings can be large; an effect the other way counts as inactive or inconclusive. Unless noted, % is set by controls: 0 for no effect and ±100 for the full control effect; potency is the fitted concentration of half-maximal effect. Rows were taken by chance, and some 8.5% of all compounds hit somewhere here.

Results follow in this order: Tau ThT inhib, TRb SRC2 PPI, L3MBTL1 block, GLA spleen mod, Tau FP inhib, TR SRC2 fluor cs, ALDH1A1 inh, Tau fluor counter
- Cc1ccc(C(=O)NC(=S)Nc2cccc(-c3nc4ccccc4s3)c2)cc1
    ?, 9%, 6%, 1%, -3%, 1%, 11µM*, -10%
- C=CCNC(=O)c1cc([N+](=O)[O-])cc2c(=O)[nH]c(Nc3ccc(Cl)c(Cl)c3)nc12
    ?, 30%, nt, -8%, -2%, -21%, 7%, -29%
- O=S(=O)(c1cccc(S(=O)(=O)N2CCOCC2)c1)N1CCCCC1
    -6%, -7%, nt, 1%, -3%, 0%, -10%, -9%
- CCOc1ccccc1N(CC(=O)NCc1ccccc1)C(=O)CCC(=O)Nc1cc(C)ccn1
    -8%, 7%, -9%, -3%, 4%, 1%, 0%, 4%
- Cc1ccc2cc(CCNS(=O)(=O)c3ccc(F)cc3)c(=O)[nH]c2c1C
    -12%, 1%, -2%, -6%, -12%, -1%, -4%, -18%
- COc1cccc(Cn2cnc3c(NS(=O)(=O)c4cccc(Cl)c4Cl)c(C)c(C)cc32)c1
    -18%, 0%, -6%, -7%, 2%, 2%, -2%, -29%
- O=C(NCc1ccc2c(c1)OCO2)c1cc2ncc(Br)cn2n1
    -7%, 0%, ?, 2%, 3%, -13%, ?, 1%
- C/C(=N\NS(=O)(=O)c1ccc(Cl)cc1)c1ccc(O)cc1
    -20%, 2%, 5%, 9%, ?, 6%, ?, ?
- CCCn1nnc(NC(=O)c2cc(Br)ccc2OC)n1
    -9%, 0%, nt, 8%, -2%, 0%, ?, 3%
- Cc1[nH]c2c([N+](=O)[O-])cccc2c1C
    ?, -4%, ?, 1%, 13%, -4%, 8%, -9%
- O=C(COC(=O)c1cccs1)Nc1ccccc1
    3%, 11%, 0%, -5%, 1%, 0%, -32%, -3%
- CCN(CC)S(=O)(=O)c1cc(NC(=O)COC(=O)CCC(=O)c2cccs2)ccc1C
    -11%, 2%, nt, 1%, 4%, 1%, -8%, -28%
- Cc1ccc(F)cc1NC(=O)N1CCCN(C(=O)OC(C)(C)C)CC1
    4%, -4%, 1%, 3%, 1%, 0%, nt, 2%
- COc1ccc(-c2cc(C(=O)OCC(=O)N(C)C)c3ccccc3n2)cc1
    -16%, -4%, 22%, 13%, -6%, -5%, ?, ?
- COc1ccc(CNc2oc(-c3cccc4ccccc34)nc2C#N)cc1
    -17%, 3%, 15%[11.4 µM], ?, -7%, 0%, ?, 8.9µM*[quencher]
- CC1CCN(C(=O)c2ccc3c(Cl)c4c(nc3c2)CCCC4)CC1
    -7%, -5%, nt, 6%, -10%, 0%, 4.5µM*, 1%
- COC(=O)c1cc2oc(C)cc2n1Cc1ccc(C)cc1
    ?, 2%, nt, nt, -12%, -3%, nt, -14%
- O=C(CSc1nnc(CNc2ccc(F)cc2)o1)N1CCCc2ccccc21
    -6%, 1%, -9%, 6%, 3%, -4%, ?, -14%
- CC(=O)Nc1ccc(NC(=O)CSc2nccn2Cc2ccccc2)cc1
    -6%, 3%, -3%, -5%, -4%, -5%, -4%, -9%
- CCOc1ccc(-n2c(SCc3nc(-c4ccc(OC)cc4)no3)nnc2-c2ccncc2)cc1
    ?, -2%, nt, nt, 4%, 4%, nt, -15%
- Cc1ccc(NC(=O)CSc2cn(CC(=O)N3CCOCC3)c3ccccc23)cc1Cl
    -18%, -8%, nt, nt, 2%, -1%, nt, ?
- CCOc1ccc(NC(=S)N(CCN2CCOCC2)Cc2cc3cc4c(cc3[nH]c2=O)OCCO4)cc1
    -12%, -1%, -18%, -1%, 2%, -2%, ?, -25%
- CCOC(=O)CNc1nnc(SCC(=O)OCC)[nH]c1=O
    ?, -1%, 3%, -4%, ?, 1%, 0%, -16%
- CCCCN(CC)C(=O)c1ccc(Cl)c(Cl)c1
    -14%, -8%, -3%[11.4 µM], -13%, 1%, -7%, 5%, -3%
- CCN1CCN(CC(=O)Nc2sc3c(c2C#N)CCC3)CC1
    4%, 8%, -14%, 1%, -1%, -4%, 3%, 2%
- CN(C(=O)COc1ccc([N+](=O)[O-])cc1)C1CCS(=O)(=O)C1 (centres undefined)
    2%, 0%, 13%, 6%, -10%, 2%, 4%, 1%
- CCn1cc(C(=O)NCc2cccs2)c(=O)c2ccc(C)nc21
    -8%, 6%, -1%, 3%, -1%, -2%, ?, -7%
- O=C(c1ccsc1)N1CCN(C(=O)c2cccs2)CC1
    -5%, 7%, 5%[11.4 µM], 3%, 1%, -4%, 1%, -1%
- CCc1ccccc1NC(=O)NC1CC2CCC(C1)N2Cc1cccs1 (centres undefined)
    -7%, 0%, 2%, -2%, -6%, -5%, -6%, -5%
- CC1(c2ccccc2)CC(C)(C)N2C(=O)C3(C(C#N)=C(N)Oc4cc(O)ccc43)c3cccc1c32 (centres undefined)
    -19%, -11%, nt, -4%, 25µM*, -1%, 1%, ?
- CCN=c1sc(C(=O)Nc2ccccc2)c(C)n1CC
    -5%, 0%, nt, -11%, -1%, -1%, -3%, -5%
- Cc1ccc(NC(=O)N/C=C/c2ccco2)cc1C
    ?, 1%, -25%, -1%, -6%, 1%, ?, ?
- C[C@@H]1CC=C[C@H]2[C@H]1C(=O)N(Cc1ccccc1)[C@H]2c1ccc(F)c(-c2ccc(N(C)C)cc2)c1
    -1%, 3%, nt, -11%, 4%, 1%, nt, -4%
- CCOC(=O)/C(=N/Nc1ccc(Cl)cc1)S(=O)(=O)c1ccc(Cl)cc1
    -3%, 2%, nt, -8%, -14%, -5%, 6%, -12%
- CCC(=O)N(Cc1c(C)nn(-c2ccccc2)c1Cl)c1ccc(Cl)cc1
    ?, -5%, -1%, -7%, ?, -3%, 11%, -7%
- CNc1ccnc(-c2ccccc2CN(C)C)n1
    ?, 4%, nt, 0%, 2%, 2%, 3%, -8%
- CCN(CC)CCNC(=O)c1ccc(NC(=O)c2cccc(S(=O)(=O)Nc3ccc(C)cc3)c2)cc1
    1%, -3%, nt, 5%, ?, -1%, -3%, ?
- COc1ccc(C(=O)CC(c2ccccc2)C2CCCCC2=O)cc1 (centres undefined)
    -12%, -6%, nt, -4%, 1%, 0%, 0.5µM*, -22%
- Cc1ccc(-n2nnnc2C2CCN(S(=O)(=O)c3ccc(OC(F)(F)F)cc3)CC2)cc1
    -5%, 5%, nt, nt, -5%, 1%, nt, -3%
- O=C(c1ccc(Cl)cc1)[C@@H]1[C@@H]2C(=O)N(c3ccccc3)C(=O)[C@@H]2C2c3ccccc3C=NN21 (some centres undefined)
    -12%, -1%, -11%, 3%, -9%, 1%, ?, -8%
- Cc1ccccc1-c1nc2cc(NC(=O)c3cccc(OCCC(C)C)c3)ccc2o1
    -9%, -10%, nt, nt, ?, 3%, nt, ?
- O=C(CNC1CCCC1)Nc1ccc(N2CCCCCC2)cc1
    -5%, -6%, -24%, 5%, 0%, -4%, 20µM*, -6%
- COc1cccc(-c2cn3c(n2)sc2cc(C(=O)NCc4cccs4)ccc23)c1
    -2%, -5%, nt, nt, 2%, 3%, nt, -2%
- COc1ccc(-n2ccsc2=S)cc1
    -15%, 3%, 1%, -2%, -4%, -4%, -11%, -11%
- Cn1c(SCc2cc([N+](=O)[O-])cc3c2OCOC3)nnc1-c1ccccn1
    5%, -9%, -4%, -2%, -1%, -4%, -14%, 2%
- COc1ccc(N/C(=N/c2nc(C)cc(C)n2)NC(=O)Nc2ccc(Cl)c(Cl)c2)c(OC)c1
    7%, 2%, -4%, -6%, -1%, 0%, -4%, -11%
- CC(=O)N1CCc2c(sc3c2c(=O)n(-c2ccc(C)cc2)c(=O)n3Cc2c(F)cccc2Cl)C1
    8%, 2%, nt, nt, -10%, -8%, nt, 2%
- CCOC(=O)c1c(NC(=O)c2cc(-c3ccc(Br)cc3)on2)sc(C(C)=O)c1C
    -9%, -9%, nt, nt, -7%, 7%, nt, -11%
- CCN(CC)c1ccc(NC(=O)c2cccnc2)cc1
    ?, -10%, nt, -5%, 0%, -1%, 5%, -9%
- COc1cc([N+](=O)[O-])ccc1NC(=O)CN1CCN(C(=O)c2ccco2)CC1
    -4%, -1%, 11%, -7%, -1%, -2%, 4%, 3%
- CCOC(=O)c1c(/N=C/N(C)C)sc2c1CCC2
    6%, 3%, -5%, -4%, 1%, 6%, -2%, -1%
- CC(C)c1nnc(N2C(=O)c3oc4ccccc4c(=O)c3C2c2ccco2)s1 (centres undefined)
    ?, 0%, 1%, 2%, -1%, -3%, ?, -11%
- Oc1c(Br)cc(C2N=C(c3ccccc3)NO2)cc1Br (centres undefined)
    ?, 6%, 0%, 5%, 5%, -2%, ?, -15%
- COc1ccc(Nc2nc(N)nc(SCc3nnc(C)s3)n2)cc1
    ?, 6%, 4%, 6%, 1%, -2%, 1%, -15%
- Cc1ccc(C)c(CNC(=O)c2ccc3c(c2)nc2n3CCC(C)C2)c1 (centres undefined)
    -6%, -10%, nt, nt, -3%, -1%, nt, -3%
- O=C1Nc2ccc(S(=O)(=O)N3CCCCCC3)c3cccc1c23
    -2%, 7%, 4%, 6%, 3%, 1%, ?, 5%
- Cc1ccc(NC(=O)CSc2nc(-c3ccco3)nc3cc(=O)[nH]n23)cc1C
    ?, 4%, nt, nt, -3%, -2%, nt, -12%
- CCc1ccc(NC(=O)Cn2c(=O)n(-c3ccccc3)c(=O)c3ccc(C(=O)NCc4ccc5c(c4)OCO5)cc32)cc1
    12%, 1%, nt, nt, ?, -2%, nt, -17%
- NC(=O)c1ccc(NC(=O)c2ccccc2S(=O)(=O)c2ccccc2[N+](=O)[O-])cc1
    -7%, -2%, 5%, 7%, -3%, -5%, 36%[activator], -14%
- O=C(c1ccccc1)c1cccs1
    -5%, -2%, nt, 0%, 3%, 3%, 5%, -5%

Part of the list above, showing only TR SRC2 fluor cs and TRb SRC2 PPI:
molecule	TR SRC2 fluor cs	TRb SRC2 PPI
COc1cc([N+](=O)[O-])ccc1NC(=O)CN1CCN(C(=O)c2ccco2)CC1	-2%	-1%
COc1ccc(Nc2nc(N)nc(SCc3nnc(C)s3)n2)cc1	-2%	6%

Taken from above.
TRb SRC2 PPI result of `COc1ccc(N/C(=N/c2nc(C)cc(C)n2)NC(=O)Nc2ccc(Cl)c(Cl)c2)c(OC)c1` : 2%
ALDH1A1 inh result of `COc1cc([N+](=O)[O-])ccc1NC(=O)CN1CCN(C(=O)c2ccco2)CC1` : 4%
TR SRC2 fluor cs result of `Cc1ccccc1-c1nc2cc(NC(=O)c3cccc(OCCC(C)C)c3)ccc2o1` : 3%
